# GLP-1R inv ag = qHTS of GLP-1 Receptor Inverse Agonists (Inhibition Mode). Potency, µM (doses to about 38.3 µM), for the others: top-dose activity change, negative = inhibition, usual class: inhibitors. HEK293 GLP-1R CRE-luciferase, luminescence, 24 h; GLP-1R form is constitutively active. 410,000 compounds, 1.6% hits; note: % is set by controls: 0 for no effect and ±100 for the full control effect; nearly all actives have a fitted effect of over 55% in size
# Target sequence (P43220 whole entry, looked up): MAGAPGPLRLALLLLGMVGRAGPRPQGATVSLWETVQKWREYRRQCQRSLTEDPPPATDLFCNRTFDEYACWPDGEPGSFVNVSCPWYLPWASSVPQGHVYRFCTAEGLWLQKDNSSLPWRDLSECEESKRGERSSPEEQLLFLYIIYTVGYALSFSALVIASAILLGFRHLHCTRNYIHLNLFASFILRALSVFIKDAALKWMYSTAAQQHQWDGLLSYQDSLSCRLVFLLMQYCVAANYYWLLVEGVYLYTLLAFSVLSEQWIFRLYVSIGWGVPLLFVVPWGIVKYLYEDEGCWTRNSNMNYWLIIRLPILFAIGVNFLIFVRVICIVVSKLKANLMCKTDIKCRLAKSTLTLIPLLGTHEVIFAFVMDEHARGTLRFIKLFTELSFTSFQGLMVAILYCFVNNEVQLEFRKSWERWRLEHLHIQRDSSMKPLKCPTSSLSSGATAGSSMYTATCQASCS
#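 Using stably transfected HEK293 (constitutively active GLP-1R, cAMP-luciferase reporter), compounds were incubated 24 hr and luciferase measured by luminescence.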
# TDP43 rescue = qHTS of TDP-43 Inhibitors. TDP-43 expressing yeast growth rescue, BacTiter-Glo, 24 h. Potency, µM (series often up to 46.1 µM), without a hit: top-dose growth rescue (activation), hits mostly activators. 410,000 compounds, 1.8% hits. AID 652104, 2013; note: % of control where 0% means no effect; nearly all actives have a fitted effect of over 50% in size
#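 Yeast expressing TDP-43 (pregrown in raffinose, seeded at OD600=0.02 in galactose medium) exposed to compounds 24 hr at 30 deg C. Growth read by BacTiter-Glo luminescence; rescue of toxicity appears as increased signal.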
# KB-3-1 tox = qHTS assay for MDR1-selective chemotherapeutics: Primary screen using the parental adenocarcinoma cell KB-3-1; KB-3-1 viability, CellTiter-Glo ATP luminescence, 72 h; Potency, µM (highest dose often 46.1 µM), without a hit: at the top dose activity change, negative = cytotoxic, usual class: cytotoxic; 400,000 compounds, 1.4% hits; AID 1347075, 2019; note: % is set by controls: 0 for no effect and ±100 for the full control effect; nearly all actives have a fitted effect of over 60% in size
#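 Cells are dispensed, compounds pinned in, plates held at 37 °C for 72 h, then CellTiter-Glo is added and luminescence read after 10 minutes. Cell line: parental KB-3-1 in phenol-red-free DMEM, 10% FBS.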
# HT1080 IDH1KD tx = qHTS for induction of synthetic lethality in tumor cells producing 2HG: qHTS for the HT-1080-IDH1KD cell line | HT-1080 IDH1 knockdown viability, ATP luminescence, 48 h | Potency, µM (series often up to 46.1 µM), for inactives: at the highest dose activity, negative = toxicity, hits mostly cytotoxic | 360,000 compounds, 2% hits;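 note: 0% = DMSO wells and -100% = cell-free medium wells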
#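 HT-1080-IDH1KD cells (IDH1 knocked down), 750/well in RPMI with 5% FBS, treated with compound 48 h at 37 degrees C. Viability by CellTiter-Glo luminescence, normalised to DMSO and no-cell wells; concentration-response curves classed.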
# HT1080-NT tox = qHTS for induction of synthetic lethality in tumor cells producing 2HG: qHTS for the HT-1080-NT fibrosarcoma cell line; HT-1080-NT fibrosarcoma viability, CellTiter-Glo ATP luminescence, 48 h; 360,000 compounds, 1.6% hits; AID 686970, 2013; Potency, µM (top dose mostly 46.1 µM), for inactives: at the highest dose activity, negative = less viability, usual class: cytotoxic;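 note: NT is the 2HG producing partner of a matched IDH1 knockdown line; 0% = DMSO-treated cells and -100% = media-only wells without cells; nearly all actives have a fitted effect of over 55% in size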
#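 750 cells/well, RPMI + 5% FBS; 2 h settle, compound pin-transfer, 48 h at 37 degrees C. CellTiter-Glo 10 min RT, luminescence. Normalized to DMSO and media-only wells.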
# KB-V1 MDR tox = qHTS assay for MDR1-selective chemotherapeutics: Primary screen using the drug-selected MDR subline cells KB-V1; Potency, µM (highest dose often 46.1 µM), without a hit: top-dose activity change, negative = cytotoxicity, actives largely listed as cytotoxic; 400,000 compounds, 3.4% hits; KB-V1 MDR cells viability, CellTiter-Glo, 72 h; note: % is set by controls: 0 for no effect and ±100 for the full control effect; nearly all actives have a fitted effect of over 60% in size
#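 Cytotoxicity toward P-gp-expressing KB-V1 cells was determined as loss of CellTiter-Glo luminescence after 72 h at 37 degrees C. Compounds were tested in quantitative HTS format across a concentration range, with curves fitted to normalized data.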
# GLP1R cytotox = qHTS of GLP-1 Receptor Inverse Agonists: Cytotox Screen; HEK293 cAMP-luciferase reporter cells, luminescence, 24 h; Potency, µM (doses to about 38.3 µM), for the others: top-dose activity change, negative = inhibition, hits mostly inhibitors; 410,000 compounds, 0.13% hits; AID 624418, 2012;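 note: loss of luciferase light is scored as toxicity; % is set by controls: 0 for no effect and ±100 for the full control effect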
#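 A 23 nL compound transfer followed 12 hours of cell culture at 37 deg C; exposure then lasted 24 hr. Luciferase assay detection reagent was dispensed and plates read for luminescence after a 12 min room-temperature wait.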
# SW480 rereplic = A quantitative high throughput screen for small molecules that induce DNA re-replication in SW480 colon adenocarcinoma cells. SW480 DNA re-replication, Hoechst DNA content imaging, 48 h. 340,000 compounds, 1.8% hits. AID 624297, 2012. Potency, µM (top dose mostly 46.1 µM), for the others: at the highest dose re-replication activation, usual class: activators; note: % of control where 0% means no effect; nearly all actives have a fitted effect of over 55% in size
#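 DNA re-replication was detected as more nuclei of elevated Hoechst intensity after 48 hr exposure to compound (23 nL pinned per well of 250 cells).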
# GLP1R ag = qHTS of GLP-1 Receptor Agonists | HEK293 GLP-1R CRE-luciferase, luminescence, 4-6 h; cells express a hypersensitive GLP-1R form | 380,000 compounds, 0.007% hits | Potency, µM (doses to about 45.6 µM), for inactives: at the top dose activation, actives largely listed as activators | Glucagon-like peptide 1 receptor (Homo sapiens), P43220; note: % of control where 0% means no effect
# * hit, by the source's call; ? = inconclusive; / = no result given; & = joins results of further samples; [ ] = remark or other dose. Calls come from the whole dose curve; as a rule, active = well fitted curve in the direction sought with a large enough effect; inconclusive = small, poorly fitted or top-dose-only effect, or another doubt; inactive = no such curve, though single readings can be large; an effect the other way counts as inactive or inconclusive. Potency is the fitted concentration of half-maximal effect.
SMILES,GLP-1R inv ag,TDP43 rescue,KB-3-1 tox,HT1080 IDH1KD tx,HT1080-NT tox,KB-V1 MDR tox,GLP1R cytotox,SW480 rereplic,GLP1R ag
CCN(CC(=O)Nc1ccc(NC(C)=O)cc1)C(=O)CSc1nnc(-c2ccco2)n1CC,9%,-11%,0%,-8%,4%,1%,-1%,-5%,1%
CCOC(=O)C(C(=O)Nc1cccc(C)n1)C1CCCCC1 (stereo not given),?,8%,25%,-5%,-8%,4%,12%,1%,18%
O=C(Nc1ccc(Br)cc1)C1CCN(S(=O)(=O)c2cccc3nsnc23)CC1,-5%,5%,10%,/,/,17%,7%,/,-2%
NC(=O)COc1ccc(NC(=O)CC23CC4CC(CC(C4)C2)C3)cc1,25%,17%,4%,-5%,-15%,3%,-6%,?,14%
CCOC(=O)[C@]12CCCC=C1N(Cc1cccc3ccccc13)C(=O)[C@H](CC(=O)NCc1ccccc1)C2,?,14%,-16%,?,?,?,2%,/,-1%
O=c1cc(-c2ccccc2)ss1,8%,-2%,16%,6%,15%,13%,-6%,-20%,9%
CC(C)N1CCN(Cc2cccn2-c2nccs2)CC1CCO (stereo not given),-23%,22%,12%,2%,-1%,5%,-3%,-37%[inhibitor],-3%
CCOc1ccc(-c2nnc3ccc(SCC(=O)Nc4nc5ccc(C)cc5s4)nn23)cc1,23%,-6%,1%,9%,-1%,5%,35%[activator],3%,-7%
O=C(Cn1ccc2ccccc2c1=O)Nc1ccc2c(c1)OCO2,6%,0%,18%,-9%,-14%,0%,-8%,1%,-18%
CCCCN1C(=O)C(CC(=O)NCCN2CCOCC2)CC(C(=O)N2CCCCCC2)=C1C (stereo not given),24%,3%,6%,7%,7%,-2%,-2%,/,-3%
CC1Cc2ccccc2N1C(=O)COC(=O)c1ccc([N+](=O)[O-])o1 (stereo not given),28%,8%,0%,-1%,10%,?,1%,0%,-4%
COc1ccccc1NC(=S)NNC(=O)c1cc(C)n(C)n1,3%,-1%,6%,5%,14%,3%,-15%,0%,-3%
O=c1cc(-c2ccccc2)[nH]n1-c1ccccc1,?,-90%[inhibitor],-1%,?,?,12%,-36%,?,-2%
Cc1ccc2cccc(S(=O)(=O)N3CCCc4ccccc43)c2n1,-8%,8%,?,-17%,-24%,-29%,5%,2%,0%
COc1ccc(N2CCN(C(=O)c3ccc(NC(=O)C4=CSCCO4)cc3)CC2)cc1,3%,11%,-12%,0%,-1%,-5%,-3%,-6%,2%
Cc1ccc(C)c(NC(=O)CSc2ccc(-c3ccco3)nn2)c1,12%,3%,-5%,-14%,-3%,-9%,-4%,4%,9%
Cc1ccc(S(=O)(=O)N2CCCCC2CCNC(=O)C(=O)NCc2ccco2)cc1 (stereo not given),?,-21%,?,13µM*,?,?,-23%,?,13%
COc1cccc(Nc2nnc(SCC(=O)N(CC(C)C)CC(C)C)s2)c1,?,?,-2%,-16%,-7%,-8%,-14%,1%,-1%
CCCCC(=O)Oc1c(S(=O)(=O)c2ccc(C)cc2)c(C)nn1C(C)(C)C,?,-17%,-28%,?,?,-3%,-26%,-2%,-6%
CCOc1ccc(C(=O)Nc2nc3ccccc3[nH]2)cc1OCC,38%[activator],29%,?,-28%,?,5.2µM*,3%,2%,17%
CSc1ccc(CCNC(=O)CCc2c(C)nc3c4cccnc4nn3c2C)cc1,7%,0%,2%,/,/,-4%,-3%,/,/
COC(=O)Cc1ccc(NC(=S)NCc2ccc(OC)cc2)cc1,-29%,4%,5%,-14%,6%,-8%,-9%,2%,14%
COc1ccc(CC(=O)N2CC(=O)N(CCc3ccccc3)C(=O)C2)cc1,7%,8%,11%,0%,10%,5%,0%,15%,-2%
CSc1ccccc1C(=O)Nc1nc2ccccc2c(=O)[nH]1,6%,1%,-2%,-2%,-25%,-14%,8%,11%,13%
CC1=C(C(=O)Nc2ccccc2)C(c2ccc(C)o2)n2ncnc2N1 (stereo not given),-1%,-5%,5%,17%,11%,8%,5%,-8%,8%
CCCCN(C(=O)CSc1nnc(-c2ccccc2OC)n1C)c1c(N)n(Cc2ccccc2)c(=O)[nH]c1=O,19%,0%,-2%,-9%,-2%,-20%,2%,?,0%
Cn1cc(C(=O)N/N=C/c2ccc(Br)c([N+](=O)[O-])c2)c2ccccc21,11%,-7%,16µM*,-2%,14%,3%,-6%,?,8%
COc1ccc(Cn2c(=S)[nH]c3cc(C(=O)N4CCCCC4)ccc3c2=O)cc1,5%,0%,2%,5%,0%,-21%,-1%,-6%,7%
Nc1c(C(=O)O)sc2nc(-c3ccc(F)cc3)cc(-c3ccccc3)c12,5%,8%,-2%,11%,-2%,12%,19%,-2%,1%
CCN1C/C(=C\c2cc(OC)c(OC)c(OC)c2)C2=NN(c3ccccc3)C(c3cc(OC)c(OC)c(OC)c3)C2C1 (stereo not given),-1%,-5%,?,-2%,7%,?,12%,?,11%
CSc1ccc(COC(=O)CCS(=O)(=O)c2ccc(C)cc2)cc1,3%,-19%,6%,-9%,-5%,9%,8%,1%,-4%
Cc1[nH]c(-c2ccccn2)nc(=S)c1Cl,4%,?,-17%,-23%,0%,?,12%,?,3%
COc1ccc(S(=O)(=O)N2CCC(C(N)=O)CC2)cc1C(=O)N1CCCCCC1,16%,10%,10%,19%,15%,17%,-15%,-22%,1%
COC(=O)[C@@]12C[C@@H](CC(=O)NCc3cccc4ccccc34)C(=O)N(Cc3ccc4c(c3)OCO4)C1=CCC(C)(C)C2,?,-15%,?,?,?,23µM*,-10%,/,/
CCN(Cc1ccncc1)S(=O)(=O)c1ccc(C(C)=O)cc1,0%,0%,?,-11%,0%,?,2%,?,6%
COc1ccc2ccccc2c1CNC(=O)CC1C(=O)NCCN1CC(C)C (stereo not given),-8%,-2%,2%,6%,0%,11%,-7%,5%,12%
NC(=O)CC(NC(=O)Cc1ccc(Br)cc1)c1ccc(NCCN2CCCC2)c([N+](=O)[O-])c1 (stereo not given),0%,21%,14%,-6%,-10%,-4%,12%,0%,10%
CCOC(=O)C1=C(C)NC(C)=C(C(=O)OCC)C1C(=O)OC1CCOC1=O (stereo not given),12%&11%,-2%&-4%,0%&2%,2%&19%,7%&10%,?,0%&3%,-19%&-12%,4%&3%
O=C(NCc1noc2ccccc12)N1CCN(c2ccccc2)CC1,-14%,?,-3%,/,/,-11%,-12%,/,/
Cc1cc(C(=O)N(C)Cc2c(F)cccc2Cl)c2ccccc2n1,-28%,-19%,-13%,-16%,-15%,-24%,-24%,25%,6%
COc1ccc(OC)c(NC(=O)COC(=O)CNC(=O)c2ccc(OC)c(OC)c2)c1,9%,-15%,5%,0%,11%,25%,-8%,-5%,-3%
CCC(Oc1ccccc1)C(=O)Nc1nnc(C)s1 (stereo not given),13%,34%,-5%,16%,13%,-28%,-2%,-2%,9%
CC(=O)c1c(C)[nH]c(C(=O)Nc2ccc(Cl)cc2)c1C,?,-20%,-23%,-27%,-2%,-8%,-3%,-2%,5%
CC1CCN(C(=O)Cn2c(=O)oc3ccccc32)CC1,11%,4%,0%,7%,13%,-8%,-13%,-5%,3%
CSc1cccc(NC(=S)Nc2cc(C)ccc2C)c1,?,?,23%,5%,-17%,2%,-17%,-1%,21%
O=C(Nc1nc(-c2ccccn2)cs1)C1CC1,-2%,22%,?,-9%,-6%,-21%,-18%,?,-1%
Cc1cccc2nc(CSC(=N)N)c(Br)n12,?,4%,?,?,?,?,-28%,?,6%
CCOc1ccc(CCNC(=O)Cn2c(=O)c3cccn3c3cccnc32)cc1,12%,-1%,3%,7%,-1%,?,-7%,5%,11%
Cn1c(=O)c2c(nc(CN3CCN(CCO)CC3)n2CCc2ccccc2)n(C)c1=O,32%[activator],1%,1%,-1%,16%,-4%,4%,-3%,8%
CC(=O)C1=C(O)C(=O)N(Cc2cccnc2)C1c1ccc(O)cc1 (stereo not given),-1%,-11%,1%,-6%,12%,6%,0%,-2%,0%
CCOC(=O)C1CCN(S(=O)(=O)c2cc(C(=O)OC)n(C)c2)CC1,10%,-4%,4%,-6%,0%,9%,3%,3%,1%
Cc1ccc(S(=O)(=O)NCCC(=O)NCCc2ccccc2)cc1,3%,0%,-5%,-1%,-12%,-10%,-1%,-93%[inhibitor],4%
CCC(C(=O)OCC(=O)N1C(C)CCCC1C)c1ccccc1 (stereo not given),8.9µM*,-12%,4%,16%,18%,0%,3%,-5%,12%

# 2 entries drawn at random from the list so far:
SMILES,GLP-1R inv ag,TDP43 rescue,KB-3-1 tox,HT1080 IDH1KD tx,HT1080-NT tox,KB-V1 MDR tox,GLP1R cytotox,SW480 rereplic,GLP1R ag
CSc1cccc(NC(=S)Nc2cc(C)ccc2C)c1,?,?,23%,5%,-17%,2%,-17%,-1%,21%
CC1CCN(C(=O)Cn2c(=O)oc3ccccc32)CC1,11%,4%,0%,7%,13%,-8%,-13%,-5%,3%

# Entries of single compounds as entered above.
# Shown for Cc1cccc2nc(CSC(=N)N)c(Br)n12 = GLP-1R inv ag = ?; TDP43 rescue = 4%; KB-3-1 tox = ?; HT1080 IDH1KD tx = ?; HT1080-NT tox = ?; KB-V1 MDR tox = ?; GLP1R cytotox = -28%; SW480 rereplic = ?; GLP1R ag = 6%
# Shown for CCOc1ccc(CCNC(=O)Cn2c(=O)c3cccn3c3cccnc32)cc1 = GLP-1R inv ag = 12%; TDP43 rescue = -1%; KB-3-1 tox = 3%; HT1080 IDH1KD tx = 7%; HT1080-NT tox = -1%; KB-V1 MDR tox = ?; GLP1R cytotox = -7%; SW480 rereplic = 5%; GLP1R ag = 11%

# GLP-1R inv ag, what is marked active above.
Structure	GLP-1R inv ag	SW480 rereplic	GLP1R ag
CCC(C(=O)OCC(=O)N1C(C)CCCC1C)c1ccccc1 (stereo not given)	8.9µM*	-5%	12%
